MEKK3 PB1 HTS – MEKK3-MEK5 PB1 interaction, increase or decrease; Q99759; bead-based flow cytometry, Alexa488-MEK5 binding to MEKK3; actives lie on both sides; 0 = blocked by unlabeled MEK5, 100 = vehicle; binding response (% of control), % at 10 µM; 290,000 compounds, 1.4% hits; AID 1529;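 active means binding response more than 3 SD above or below the average of its plate-row segment, actives on both sides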;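 further: Alexa488 bead fluorescence after subtracting the streptavidin-only scavenger bead signal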
Target sequence (Q99759 whole entry, looked up): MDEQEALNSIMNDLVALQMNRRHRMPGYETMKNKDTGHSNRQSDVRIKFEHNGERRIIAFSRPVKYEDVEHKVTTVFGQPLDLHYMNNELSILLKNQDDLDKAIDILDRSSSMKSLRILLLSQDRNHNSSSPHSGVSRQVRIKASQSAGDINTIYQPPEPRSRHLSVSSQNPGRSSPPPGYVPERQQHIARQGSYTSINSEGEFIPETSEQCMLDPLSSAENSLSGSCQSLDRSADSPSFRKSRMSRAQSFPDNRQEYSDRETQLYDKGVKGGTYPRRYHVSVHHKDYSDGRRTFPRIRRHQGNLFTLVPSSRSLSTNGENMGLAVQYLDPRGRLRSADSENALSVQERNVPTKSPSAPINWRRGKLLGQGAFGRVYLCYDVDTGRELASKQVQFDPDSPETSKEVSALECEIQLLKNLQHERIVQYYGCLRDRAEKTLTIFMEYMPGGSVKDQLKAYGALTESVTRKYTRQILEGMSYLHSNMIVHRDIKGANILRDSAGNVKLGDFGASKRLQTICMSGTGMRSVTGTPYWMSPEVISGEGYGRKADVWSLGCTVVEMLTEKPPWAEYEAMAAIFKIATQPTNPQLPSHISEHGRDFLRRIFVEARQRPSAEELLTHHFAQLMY
MEKK2 mut-MEK5 – signal of MEK5 binding to mutant human MEKK2 PB1 domain; bead flow cytometry, Alexa488-MEK5 binding to MEKK2 mutant; percent response, % at 10 µM; AID 1530; 290,000 compounds, 0.35% hits; in the data active means percent response above about 24%, passing the limit was not always enough; further: inactives centre near 1; some results filed as inactive read as strong as hits; reference of the scale not given here
NALP1 inh – inhibitors of NALP1 inflammasome in yeast; 280,000 compounds, 0.61% hits; S. cerevisiae NALP1/ASC/caspase-1 growth, X-gal OD620, 72 h; inhibition, % at 10 µM; in the data active means inhibition mostly above about 24%, no sharp cut-off; inactive means mostly below about 32%; further: some compounds called inactive have numbers as strong as hits
MEKK2wt PB1 HTS – raises or lowers MEK5 binding to wildtype human MEKK2 PB1 domain; bead flow cytometry, Alexa488-MEK5 binding to MEKK2 WT; actives lie on both sides; AID 1531; 290,000 compounds, 1.1% hits; binding response (% of control), % at 10 µM; in the data active means binding response below about 67% or above about 130%
GPR7 antag – blocks human GPR7 receptor signaling; AID 1861; P48145; inhibition, % at 4.4 µM; GPR7-expressing cells, fluorescence antagonist assay; 290,000 compounds, 1.1% hits; in the data active means inhibition above about 16%, passing the limit was not always enough;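 further: cells stimulated with the agonist NPW; 0% = agonist with vehicle and 100% = vehicle without agonist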
Target sequence (P48145 whole entry, looked up): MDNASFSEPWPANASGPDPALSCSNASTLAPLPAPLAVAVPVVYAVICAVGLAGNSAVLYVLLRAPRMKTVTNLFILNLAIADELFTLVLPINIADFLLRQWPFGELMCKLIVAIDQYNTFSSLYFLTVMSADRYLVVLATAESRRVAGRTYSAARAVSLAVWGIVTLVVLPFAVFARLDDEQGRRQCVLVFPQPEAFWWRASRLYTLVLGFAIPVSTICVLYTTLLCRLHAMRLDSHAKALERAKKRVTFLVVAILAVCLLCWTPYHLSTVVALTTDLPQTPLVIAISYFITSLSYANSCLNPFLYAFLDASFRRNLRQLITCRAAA
FID counter – fluorescent intercalator displacement, NS3 helicase counter-screen; DNA fluorescent intercalator displacement, fluorescence; inhibition, % at 7.9 µM; 290,000 compounds, 0.17% hits; in the data active means inhibition above about 37%;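 further: 0% = vehicle and 100% = reference compound; higher means more ethidium bromide displaced from hairpin DNA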
PHOSPHO1 block – blocks human PHOSPHO1 phosphatase activity; Q8TCT1; recombinant PHOSPHO1, absorbance phosphatase assay; inhibition, % at 13.3 µM; 290,000 compounds, 1.1% hits; in the data active means inhibition above about 60%
PfM18AAP inh – blocks P. falciparum M18 aspartyl aminopeptidase; inhibition, % at 7.35 µM; 290,000 compounds, 1.2% hits; recombinant PfM18AAP, H-Glu-NHMec fluorogenic cleavage; AID 1822;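 active means inhibition above the campaign mean inhibition over all tested compounds plus 3 SD, cut at about 28% in these data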;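 further: 0% = plate median of test compound wells and 100% = 2 mM ZnCl2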
OXTR agonist – human OXTR agonism; 320,000 compounds, 0.32% hits; AID 2435; CHO-OTR cells, Fluo-8 calcium fluorescence; normalized: DMSO 0%, oxytocin 100%; activation, % at 3 µM; P30559;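 active means activation above the mean of all tested compounds plus 3 SD, cutoff set per screening run, cut at about 20% in these data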;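 further: peak over basal fluorescence ratio from a 100 s FLIPR kinetic read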
Numbers without * were called inactive; x = no result given; [ ] = dose if it differs, or a comment.

molecule,MEKK3 PB1 HTS,MEKK2 mut-MEK5,NALP1 inh,MEKK2wt PB1 HTS,GPR7 antag,FID counter,PHOSPHO1 block,PfM18AAP inh,OXTR agonist
O=S(=O)(Cc1ccc(Cl)cc1)CC(O)COCc1ccccc1 (stereo not given),97,-2,7,98,1,-4,-3,0,3.0
COc1ccc(Cl)cc1CSc1n[nH]c(C)n1,101,7,19,103,-8,-2,-12,-3,0.3
OCCSc1nc(-c2ccccc2)nc2ccc(F)cc12,101,-5,1,100,-7,-16,52,-10,-0.6
COc1ccccc1C(=O)NC(=O)Nc1c(C)cc(C)cc1C,100,-1,-14,99,-10,-32,7,5,-2.0
COc1ccccc1NC(=O)COc1ccc(/C=N/NC(=O)CSCc2ccc(Cl)cc2)cc1,x,x,9,x,3,-5,46,5,4.8
O=C(NCC1CC1)c1ccc2c3n(nc2c1)-c1ccccc1CO3,97,-4,7,97,x,x,26,x,-0.4
Cc1cc(/C=C2/SC(=O)N(CC(=O)N3CCCC3)C2=O)ccc1N1CCOCC1,103,6,8,100,-24,-8,-10,-1,2.4
CCOC(=O)/C(=N\Nc1cccc(C(F)(F)F)c1)N1CCOCC1,102,-1,-1,95,-10,-4,37,0,-1.2
CCSc1nnc(NC(=O)C2Cc3ccccc3CN2S(=O)(=O)CC)s1 (stereo not given),12*[inhibitor],-1,x,16*[inhibitor],5,-16,-7,2,-1.2
CNC(=O)NC(=O)COc1c(F)c(F)cc(F)c1F,108,2,-8,109,1,0,19,-15,0.7
CC(C)c1ccc(N2C=Nc3ccc(C(C)C)cc3C2)cc1,110,16,x,129,-7,-1,13,-2,-2.7
COCCNC(=O)C(c1ccc(OC)cc1)N(Cc1ccco1)C(=O)CCC(=O)Nc1ccccn1 (stereo not given),98,-1,-2,101,-12,-31,39,-2,0.0
COc1ccccc1CC(=O)Nc1sc2c(c1C(N)=O)CCCC2,102,1,5,101,6,-20,40,6,0.0
CC(C)(C)C(=O)NC(=S)Nc1ccccc1C(=O)NC1CCCCC1,100,0,-7,98,-15,-13,15,4,-0.3
COC(=O)c1cn(CCOc2ccccc2OC)c2ccccc12,98,3,9,98,-7,-23,-1,-4,8.2
COc1ccc(/C=C/C(=O)Nc2ccc(-n3nncc3-c3ccccc3)cc2)cc1OC,102,10,28,100,-7,-22,-20,-1,-0.2
Cc1ccc(NC(=O)CSc2nc3ccc(Nc4nc(N5CCOCC5)nc(N5CCOCC5)n4)cc3s2)cc1,93,-5,7,92,-10,-10,3,-6,x
O=C(Nc1nnc(CCc2ccccc2)s1)C1CCCO1 (stereo not given),107,7,4,112,-1,-8,-8,2,1.5
Cc1ccc(S(=O)(=O)CC(=O)c2cc(C)c(O)c(C)c2)cc1,70,-9,1,85,1,1,23,0,3.2
Oc1ccc(O)c2c1C1c3ccccc3C2c2ccccc21,102,5,23,105,-11,4,24,81*,5.3
N#CC1(c2ccccc2)CCCN1C(=O)c1ccc(Br)o1 (stereo not given),108,0,0,105,-4,-8,2,-1,-1.6
O=C(Nc1nc2ccccc2[nH]1)C1CC1,101,0,-9,102,-6,3,44,4,0.6
COc1cc(/C=C2\N=C(c3c(-c4ccccc4)noc3C)OC2=O)ccc1OC(C)=O,102,-2,10,99,-6,-31,4,-11,0.3
N#C/C(=C(\O)c1ccco1)c1ccccn1,105,-1,5,109,-6,1,-11,3,0.9
CCOC(=O)c1sc(N(Cc2ccccc2)C(=O)CN2C(=O)CN(C)C2=O)nc1C,98,-10,13,96,-15,-8,34,7,0.0
COc1ccc2cc(CCNC(=O)c3ccc(S(=O)(=O)N4CCOCC4)cc3)c(=O)[nH]c2c1,96,-2,16,100,4,-35,53,10,0.0
CCN(c1ccccc1)S(=O)(=O)c1nnc(NC(=O)C(C)(C)C)s1,99,8,12,97,4,-29,26,4,0.1
C=CCN(CC=C)C(=O)C(=O)c1ccn(-c2c(C)csc2C(=O)OC)c1,101,4,18,101,-6,-13,22,0,-1.2
C[N+](C)(C)CC/C=C1/c2ccccc2CSc2ccccc21,97,5,-8,108,0,12,-8,0,1.1
Cc1cccc(C)c1NC(=O)CS(=O)CC(=O)NC1CCN(Cc2ccccc2)CC1 (stereo not given),102,-5,-7,101,-8,1,18,-1,-0.3

Further compounds
molecule,MEKK3 PB1 HTS,MEKK2 mut-MEK5,NALP1 inh,MEKK2wt PB1 HTS,GPR7 antag,FID counter,PHOSPHO1 block,PfM18AAP inh,OXTR agonist
O=C(COc1ncnc2cc(Cl)ccc12)c1ccc2c(c1)OCCO2,103,1,x,104,-3,-4,22,-5,-0.9
CCn1c(CNc2cccc(Cl)c2)nnc1SCC(=O)OC1CCCCC1,x,x,21,x,14,-34,7,8,4.2
Cc1ccc(C(=O)c2nccn2C)cc1C,98,-7,9,93,6,-6,35,-9,-0.1
Cc1ccc(/C=C/C(=O)O)cc1S(=O)(=O)NCc1cccnc1,106,6,x,108,-11,-4,42,0,-0.3
CS(=O)(=O)N1CCc2nc(-c3ccccc3)sc2C1,102,7,22,103,-4,-11,28,4,0.9
NNc1ccc2nncn2n1,109,6,-5,107,-8,-19,20,40*,-1.2
COc1ccc2cc(/C=N/NC(=O)CN(c3ccccc3)S(=O)(=O)c3ccccc3)c(Cl)nc2c1,102,0,26,97,-1,-11,-8,0,-1.2
O=C(NCCN1CCCCC1)Nc1ccccc1,108,4,4,107,11,-4,8,-11,0.4
O=C(Nc1cccc(S(=O)(=O)Nc2ccccc2Cl)c1)c1ccc(Cl)nc1,109,1,28,101,-10,-10,14,-3,10
O=C(COC(=O)CC(c1ccccc1)c1ccccc1)Nc1c(F)cccc1F,98,-1,24,99,-2,-27,-12,6,-1.1
CCNC(=O)CCSc1nnc(-c2ccncc2)o1,100,-4,0,98,-1,1,-19,-16,-0.2
CC1C(=O)C(C)C(c2cccc(Br)c2)NC1c1cccc(Br)c1 (stereo not given),105,2,26,104,1,-11,20,-7,-1.6
O=C(NCCNc1ccc([N+](=O)[O-])cc1)c1cccs1,104,10,-42,111,-13,2,-1,2,0.3
O=C(Nc1ccc2c(c1)OCCO2)c1c(F)c(F)c(F)c(F)c1F,98,0,x,101,-2,-4,5,2,-2.3
CCN(CC)c1ccc(NC(=O)c2ccc3c(c2)OCO3)cc1,103,3,11,105,-4,1,x,1,-1.1
CCOC(=O)C1=C(C)Nc2ccccc2N=C1NC(=O)c1ccc(Cl)c(S(=O)(=O)N2CCCC2)c1,104,1,1,102,-3,-35,-51,3,-0.9
Cn1c(=O)c2[nH]c(N3CCN(c4ccccc4)CC3)nc2n(C)c1=O,104,3,-4,110,-4,-6,13,-5,0.2
CCC1(C)OC(=O)NN(c2ccc(C)cc2)C1(C)O (stereo not given),102,1,35,103,4,-3,-11,2,-1.1
Cc1csc(NC(=O)CCC(=O)N(CC(=O)NC2CCCC2)c2ccccc2)n1,105,4,14,104,-9,-32,-6,-2,0.9
COc1ccc(OCCCn2cc(/C=C3/C(=N)N4C=C(C)SC4=NC3=O)c3ccccc32)cc1,104,0,23,107,-12,-4,-1,5,0.2
CCn1c(CNC(=O)c2ccco2)nnc1SCC(=O)c1ccc(OC)cc1,99,-5,-2,92,-4,-9,41,1,0.8
COc1ccc(-c2nc3ccccc3c(=O)n2CCOc2ccccc2C)cc1,97,2,21,101,-9,-1,-6,-4,1.1
Cc1ccc(C(=O)CC(=O)COc2ccc(Cl)cc2C)cc1,94,-1,15,100,-5,-7,0,5,-0.2
c1cn(C23CC4CC(CC(C4)C2)C3)cn1,118,5,13,116,-12,8,0,-10,1.4
COc1ccccc1-c1c(C)nn2c(NCCN3CCCC3)cc(C)nc12,106,19,20,110,-6,4,-6,1,0.1
CC(C)(C)OC(=O)[C@H](Cc1ccccc1)NC(=O)c1nc[nH]c1C(=O)NCC(=O)OCc1ccccc1,102,-6,-4,103,-13,-42,-7,-2,-1.0
Cc1[nH]n(-c2cccc(Cl)c2)c(=O)c1-c1ccccc1,100,3,4,106,-15,-10,15,12,-0.1
COc1ccccc1C(=O)NCc1ccc(-c2nc3ccccc3s2)cc1,103,9,7,109,-11,-7,-7,1,1.7
COc1cccc(NC(=O)c2ccc(-n3cnnn3)cc2)c1,100,0,23,104,4,-8,27,-8,0.6
CSc1ccc(C(=S)N2CCN(Cc3ccccc3)CC2)cc1,103,-2,14,102,-4,-1,48,41*,-0.6

Fetched by structure from the entries so far, three records:
molecule,MEKK3 PB1 HTS,MEKK2 mut-MEK5,NALP1 inh,MEKK2wt PB1 HTS,GPR7 antag,FID counter,PHOSPHO1 block,PfM18AAP inh,OXTR agonist
COc1ccc2cc(/C=N/NC(=O)CN(c3ccccc3)S(=O)(=O)c3ccccc3)c(Cl)nc2c1,102,0,26,97,-1,-11,-8,0,-1.2
CCNC(=O)CCSc1nnc(-c2ccncc2)o1,100,-4,0,98,-1,1,-19,-16,-0.2
O=C(COc1ncnc2cc(Cl)ccc12)c1ccc2c(c1)OCCO2,103,1,x,104,-3,-4,22,-5,-0.9

Carrying on:
molecule,MEKK3 PB1 HTS,MEKK2 mut-MEK5,NALP1 inh,MEKK2wt PB1 HTS,GPR7 antag,FID counter,PHOSPHO1 block,PfM18AAP inh,OXTR agonist
Nc1[nH]c(=S)nc2nc(-c3ccccc3)c(-c3ccccc3)nc12,97,-3,-10,93,-5,-8,-120,8,-2.6
CC(=O)N1CCc2cc(S(=O)(=O)NCCC(=O)N3CCc4ccccc4C3)ccc21,100,2,-3,102,-10,-13,13,-9,11
CCOC(=O)c1nnc(-c2ccccc2)nc1N1CC(C)OC(C)C1 (stereo not given),98,-5,19,100,3,-7,53,-5,-0.8
COc1cccc(CN2CCCC(C(=O)Nc3ccc(-c4cscn4)cc3)C2)c1 (stereo not given),101,2,1,116,1,32,51,0,x
CC[C@@H]1[C@H]2CCCC(=O)N3CC[C@@H](C[C@@H]1OC(=O)Nc1ccccc1)[C@@H]23,99,-5,13,98,6,-35,4,-16,1.2
COc1cccc(-c2nnn(CC(=O)N3CCC(C)CC3)n2)c1,98,-2,10,100,-18,-15,-16,-3,x
COc1ccc(OC)c(NC(=O)c2cn(C)c(=O)c3cc(OC)c(OC)cc23)c1,x,x,x,x,-5,-25,22,-4,-0.6
COCCN(CCOC)C(=O)N1CCOCC1,104,0,-8,103,-12,0,20,-9,0.7
O=C(O)CSCC(=O)N(Cc1ccccc1)c1nc(-c2ccccc2)c(-c2ccccc2)s1,100,-5,3,95,-11,7,6,-3,0.4
CCOc1ccc(NC(=O)CN(C)S(=O)(=O)c2cccs2)cc1,114,16,18,110,-9,-5,6,-6,2.0
CN1c2ccccc2-c2nc3ccccc3n2C1c1ccncc1 (stereo not given),106,3,10,110,-6,-2,-12,-2,0.9
Cc1ccc(-c2csc(NC(=O)C3CC=CCC3C(=O)O)c2C(=O)OC(C)C)cc1 (stereo not given),x,x,19,x,-4,-24,-26,9,-1.1
Cc1cc(C(=O)CN2C(=O)CCC2=O)c(C)n1Cc1ccccc1,98,3,-8,102,13,-12,55,13,12
Cc1ccc(OCC(=O)N(Cc2ccco2)C2CCS(=O)(=O)C2)cc1 (stereo not given),98,2,8,100,9,-16,34,-2,1.6
O=C(CCc1nnc(-c2ccc(-c3ccccc3)cc2)o1)NCCc1ccccn1,105,-6,16,103,-7,-28,37,-4,6.0
CCOc1ccc(/C=C/C2=Cc3c(sc(NC(=O)CSc4n[nH]c(N)n4)c3C#N)C(C)(C)C2)cc1,89,-8,4,31*,-5,-23,-84,23,27*
CCC(Sc1nc(C)cc(C)n1)C(=O)O (stereo not given),95,-2,4,94,4,7,-13,2,0.5
Cc1ccc(C2SCC(=O)N2c2ccccc2)cc1 (stereo not given),106,8,-11,104,-24,-12,40,7,-2.1

High-throughput results: PubChem BioAssay, several laboratories
